Screens: PubChem, National Center for Advancing Translational Sciences (NCATS)
WRN inhibitor = WRN helicase (human) inhibition. Potency, µM (top dose mostly 114 µM), for the others: top-dose activity change, negative = inhibition, usual class: inhibitors. WRN helicase unwinding, fluorescent forked duplex, kinetic. AID 651768. 360,000 tested, 0.46% active. Q14191; also: potency is read from the fitted curve at half-maximal effect; % is scaled to controls: 0 for no effect and ±100 for the full control effect; nearly all actives have a fitted effect of over 55% in size
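WRN at 20 nM final was preincubated with compound for 15 min at room temperature; reaction started with 100 nM forked duplex oligonucleotide carrying fluorophore and quencher plus 2 mM ATP (final). Unwinding followed kinetically by red fluorescence (ex 525/em 598 nm).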
PI5P4Ka inh = PI5P4K alpha (human) kinase inhibition; P48426; PI5P4Kalpha enzyme, ADP-Glo luminescence, 60 min; active compounds read low; max response, %; 330,000 tested, 1.2% active; AID 652105; active = max response of -50% or lower; inconclusive = between -30% and -50%; inactive = -30% or higher; also: value at the top dose of about 77 µM; % is scaled to controls: 0 for no effect and ±100 for the full control effect
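PI5P4Kalpha ADP-Glo assay; 5 microM ATP final; 60 min RT reaction; HEPES pH 7.4/EGTA/CHAPS, 5% DMSO; controls lacking substrate or enzyme; luminescent end-point.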
CCT modulator = cytosolic chaperonin activity modulation. purified chaperonin ATPase assay, HTRF ADP detection, 30 min. activity change, % (no concentration beside the values), hits read low. 360,000 tested, 0.3% active. AID 651819; in the data active = activity change below about -30%; also: % is scaled to controls: 0 for no effect and ±100 for the full control effect
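First, chaperonin was dispensed at 40 nM or 20 nM final depending on batch activity. Next, compounds were pinned at 76 uM and ATP added at 10 uM. After 30 min at 37 °C, ADP detection reagents ran 30 min at ambient temperature.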
Mm-Cpn inhibitor = M. maripaludis TRiC chaperonin inhibition; Potency, µM (highest dose often 76.9 µM), without a hit: at the highest dose activity, negative = inhibition, usual class: inhibitors; purified Mm-Cpn ATPase, ADP Transcreener TR-FRET; AID 504842; 330,000 tested, 0.031% active; also: potency is read from the fitted curve at half-maximal effect; % is scaled to controls: 0 for no effect and ±100 for the full control effect; nearly all actives have a fitted effect of over 80% in size
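Purified archaeal chaperonin (25 nM final) was preincubated with compound for 10 min at 37°C, then ATP (10 uM final) was added for 30 min at 37°C in Tris pH 7.4/KCl/MgCl2/DTT buffer. ADP was quantified by HTRF Transcreener TR-FRET.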
EPAC1 ag = agonists of human EPAC1; O95398; EPAC1 agonist qHTS, biochemical assay; response scale: 100% = response to 6.5 mM cAMP; Potency, µM (doses to about 154 µM), inactives show at the top dose activation, hits mostly activators; 360,000 tested, 0.073% active; also: potency is read from the fitted curve at half-maximal effect; nearly all actives have a fitted effect of over 60% in size
Target sequence (O95398 whole entry, looked up): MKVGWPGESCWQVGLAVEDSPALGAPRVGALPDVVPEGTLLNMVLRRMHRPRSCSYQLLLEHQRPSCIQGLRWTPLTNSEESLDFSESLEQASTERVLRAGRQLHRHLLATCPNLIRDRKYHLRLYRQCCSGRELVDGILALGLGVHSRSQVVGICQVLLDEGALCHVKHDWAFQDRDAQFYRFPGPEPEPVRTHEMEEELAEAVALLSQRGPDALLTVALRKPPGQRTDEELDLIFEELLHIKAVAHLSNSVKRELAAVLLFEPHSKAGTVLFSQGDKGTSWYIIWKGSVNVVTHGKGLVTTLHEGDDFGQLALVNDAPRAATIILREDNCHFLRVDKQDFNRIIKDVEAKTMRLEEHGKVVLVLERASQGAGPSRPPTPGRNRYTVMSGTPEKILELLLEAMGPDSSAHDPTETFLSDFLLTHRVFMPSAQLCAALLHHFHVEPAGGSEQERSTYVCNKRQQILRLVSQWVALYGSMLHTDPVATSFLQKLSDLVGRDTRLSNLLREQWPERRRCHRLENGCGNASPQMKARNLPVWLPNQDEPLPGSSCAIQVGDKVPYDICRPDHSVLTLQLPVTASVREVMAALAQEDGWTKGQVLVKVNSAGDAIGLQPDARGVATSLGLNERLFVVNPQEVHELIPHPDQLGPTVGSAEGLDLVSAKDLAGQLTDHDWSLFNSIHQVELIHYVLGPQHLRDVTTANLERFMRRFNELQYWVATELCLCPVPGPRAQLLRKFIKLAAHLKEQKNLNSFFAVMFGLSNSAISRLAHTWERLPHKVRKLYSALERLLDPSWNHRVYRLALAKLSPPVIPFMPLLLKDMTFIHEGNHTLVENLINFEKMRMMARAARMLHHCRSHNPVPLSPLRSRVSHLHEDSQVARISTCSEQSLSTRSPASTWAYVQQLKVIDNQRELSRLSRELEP
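Read-out is the fluorescence drop as BODIPY-GDP leaves Rap1B (480 nm excitation, 540 nm emission), recorded every 5 minutes over 30 minutes. Reactions held 100 nM EPAC1, 250 nM Rap1B–BODIPY-GDP and 50 uM GDP, with 6.5 mM cAMP setting full activation.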
EPAC2 antagonist = blocks human EPAC2 exchange factor | Q8WZA2 | EPAC2 GEF exchange of Rap1B-BODIPY-GDP, fluorescence | Potency, µM (top dose mostly 114 µM), without a hit: at the top dose activity, negative = inhibition, hits mostly inhibitors | 360,000 tested, 0.18% active | AID 720708; also: potency is read from the fitted curve at half-maximal effect; % is scaled to controls: 0 for no effect and ±100 for the full control effect; nearly all actives have a fitted effect of over 45% in size; many of its hits are not listed in these tables
PLK1 PBD block = PLK1 (human) polo-box domain binding inhibition; P53350; Plk1 PBD binding of FITC phosphopeptide, fluorescence polarization; Potency, µM, for the others: max response, negative = inhibition, actives largely listed as inhibitors; 360,000 tested, 2.8% active; AID 720504; also: potency is read from the fitted curve at half-maximal effect; series mostly up to about 57 µM; % is scaled to controls: 0 for no effect and ±100 for the full control effect; nearly all actives have a fitted effect of over 65% in size
EPAC1 antagonist = EPAC1 (human) antagonism | O95398 | 360,000 tested, 0.14% active | EPAC1 GEF assay, Rap1b-BODIPY-GDP exchange fluorescence | Potency, µM (doses to about 115 µM), for inactives: at the highest dose activity change, negative = inhibition, actives largely listed as inhibitors;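 also: potency is read from the fitted curve at half-maximal effect; plate controls were vehicle for no effect and positive control for full effect; nearly all actives have a fitted effect of over 50% in size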
* hit, by the source's call; ? = inconclusive; . = no result given; [ ] = dose if it differs, or a comment. Unless noted, calls follow the shape of the dose curve; as a rule, active = well fitted curve in the direction sought with a large enough effect; inconclusive = small, poorly fitted or top-dose-only effect, or another doubt; inactive = no such curve, though single readings can be large; an effect the other way counts as inactive or inconclusive. These rows are one share of the data, so the mix of outcomes need not match the whole.

SMILES	WRN inhibitor	PI5P4Ka inh	CCT modulator	Mm-Cpn inhibitor	EPAC1 ag	EPAC2 antagonist	PLK1 PBD block	EPAC1 antagonist
COc1ccc(N2CCN(C(=O)NC3CC(=O)N(c4ccc(OC)cc4)C3)CC2)cc1 (configuration not stated)	4.0%	2.4	-0.3	0.4%	4.8%	3.3%	-4.4%	8.7%
O=C(O)/C=C\C(=O)Nc1ccccc1C(=O)N1CCC(O)(c2ccc(Cl)cc2)CC1	5.5%	4.1	-2.2	.	8.1%	-2.6%	-8.5%	12.3%
COc1ccccc1N(CC(=O)NC(C)(C)C)S(=O)(=O)c1cccs1	-4.9%	-10.7	-1.8	1.3%	-1.2%	-6.4%	26.7µM*	?
Cc1cc(C)n(CCNC(=O)C2CCC(=O)N(CCc3cccc(F)c3)C2)n1 (configuration not stated)	-5.1%	-6.9	1.1	-14.6%	-4.5%	-0.3%	2.9%	-2.5%
COc1cc(C(=O)/C=C/c2cccnc2)c([N+](=O)[O-])cc1OC	-14.3%	4.0	-1.7	1.2%	6.9%	0.8%	-20.2%	-22.7%
CCC(C)[C@H](NC(=O)NCCC1=CCCCC1)C(=O)OC (some centres not stated)	5.8%	1.5	1.2	0.0%	10.0%	-6.2%	-11.4%	-16.5%
N/C(CCS(=O)(=O)c1ccc(Cl)cc1)=N\OC(=O)c1ccc(Cl)cc1	1.8%	0.7	0.6	-1.0%	-7.5%	19.1%	2.2%	-4.8%
COc1ccccc1Nc1nc(-c2ccccc2)nc2ccccc12	1.3%	23.4	2.2	-11.8%	-4.1%	12.9%[57.1 µM]	-19.3%	-15.2%
O=C(NCc1ccc(Cl)cc1)C1CCN(C(=O)c2ccc(Cl)cc2)CC1	-2.8%	15.8	-5.2	-1.3%	4.6%	-7.5%	-6.3%	-2.5%
O=C1c2cc(F)ccc2OC2(CCNCC2)C12CC(c1ccccc1)=NO2 (configuration not stated)	-2.9%	3.0	-0.2	1.7%	6.7%	-8.6%	-9.0%	-19.3%
CCn1cc(S(=O)(=O)N2CCc3ccccc3C2)cn1	-0.2%	-0.1	-2.2	1.5%	-2.5%	-10.2%	-12.7%	-3.1%
O=C(CSc1nc2c([nH]c3ccccc32)c(=O)n1-c1ccc(F)cc1)NCc1ccco1	-3.0%	-4.1	0.5	-9.7%	5.0%	8.0%	-0.9%	-6.7%
Cc1ccc(-n2nc(C)c3c2NC2=C(C(=O)CC(C)(C)C2)C3c2ccccc2OCC(=O)O)cc1 (configuration not stated)	-4.5%	-4.0	-0.5	2.0%	10.2%	-2.0%	26.7µM*	-3.4%
O=C(O)CCC(=O)N1CN2CN(C(=O)CCC(=O)O)CC([N+](=O)[O-])(C2)C1	0.4%	6.0	-0.4	2.0%	6.8%	-2.1%	-13.3%	10.1%
COc1ccc(-c2ccc3[nH]c4c(c3c2)CCN2C(=O)[C@@H]([C@H](C)O)[C@@H](N(C)C(=O)Nc3cc(Cl)cc(Cl)c3)C[C@@H]42)cc1	-6.4%	-3.5	-0.3	.	-14.7%	3.5%	-5.4%	2.8%
CC(=O)Nc1ccccc1C(=O)C(=O)Nc1cccc(Br)c1	-9.5%	9.3	-1.1	3.9%	11.1%	-15.4%	-7.2%	-6.5%
CCN(CC)S(=O)(=O)c1ccc2[nH]cc(C(=O)NCCc3ccc(OC)c(OC)c3)c(=O)c2c1	0.3%	12.5	1.7	1.0%	-13.8%	0.0%	2.3%	6.5%
CC1(c2ccc3ccccc3c2)NC(=O)N(CC(=O)Nc2cccc(S(=O)(=O)N3CCOCC3)c2)C1=O (configuration not stated)	-17.0%	-5.5	-0.9	0.9%	5.7%	-6.1%	-6.2%	-6.4%
CSc1ccc(C(=O)C2CCCN(C(=O)CCCn3cncn3)C2)cc1 (configuration not stated)	-4.0%	0.0	1.7	-1.2%	12.6%	2.2%	-2.3%	9.9%
CC(C)Cn1c(N)c(C(=O)COC(=O)/C=C/c2ccccc2)c(=O)n(C)c1=O	-28.1%	-4.1	-2.1	0.0%	-6.2%	-5.3%	-9.9%	-21.8%
Cc1ccccc1N1CCN(C(=O)c2ccccc2NC(=O)C2CC=CCC2C(=O)O)CC1 (configuration not stated)	2.8%	-4.4	-0.5	-1.4%	-2.3%	11.7%	-4.8%	4.4%
c1csc(CNc2nc(NCC3CCCCC3)c3sccc3n2)c1	-2.6%	.	1.0	.	-6.3%	-15.9%	-0.6%	-8.4%
Cc1ccc(-c2n[nH]c(=O)c3ccccc23)cc1S(N)(=O)=O	5.5%	-3.4	0.1	-3.4%	2.2%	11.5%	3.8%	2.7%
CN1/C(=C\C(=O)COC(=O)CNC(=O)c2ccccc2F)C(C)(C)c2ccccc21	4.4%	1.1	-0.2	0.2%	-0.5%	0.2%	-8.1%	17.3%
CCNC(=O)C1(C)CCN(Cc2ccc(-c3ccccc3)cc2)C1 (configuration not stated)	3.7%	-3.8	-3.1	.	4.6%	-9.4%	-14.1%	5.7%
CN(C)N1C(N)=C(C#N)C(c2cccnc2)C2=C1CCCC2=O (configuration not stated)	10.2%	-2.7	-0.8	1.1%	-3.3%	17.2%	-7.0%	-9.2%
CN(C)c1nnnn1-c1ccc(Cl)cc1Cl	-0.7%	-4.6	-1.6	2.1%	2.1%	6.3%	-12.7%	18.3%
Cc1ccc(-n2c(SCC(=O)Nc3cc(C)on3)nc3c([nH]c4ccccc43)c2=O)cc1	1.1%	5.0	-1.4	-2.9%	-25.3%	9.2%	-2.3%	-4.9%
O=C(CC[C@H]1O[C@@H](n2ccc(=O)[nH]c2=O)[C@H](O)[C@@H]1O)N[C@H](Cc1ccccc1)C(=O)NCc1ccccc1	-6.5%	7.9	-0.9	.	5.8%	6.2%	2.8%	2.6%
COc1ccc([N+](=O)[O-])cc1NC(=O)C1C2C=CC(C2)C1C(=O)O (configuration not stated)	18.3%	-2.5	-0.1	3.1%	2.8%	2.5%	-8.6%	4.6%
C=CCOc1ccccc1CN1CCN(CCc2ccccc2)C(CCO)C1 (configuration not stated)	-12.8%	-4.2	-4.9	-2.1%	-3.6%	0.6%	-3.9%	-2.6%
C=CCn1c(SCC(=O)Nc2ccc(F)cc2)nc2cc(C(=O)O)ccc2c1=O	-18.2%	-51.0*	-0.2	-9.8%	-3.1%	-0.5%	-9.9%	-6.6%
CCC1NC(C(=O)O)Cc2c1[nH]c1ccccc21 (configuration not stated)	-5.3%	-19.5	-1.2	-3.9%	8.8%	4.1%	-19.5%	-23.0%
Cc1ccc(S(=O)(=O)NNC(=O)c2csnn2)cc1	-4.2%	-2.0	-1.4	0.4%	4.4%	12.6%	-20.7%	1.7%
O=C(NNC(=O)C1CCCN(c2ncccn2)C1)c1ccncc1 (configuration not stated)	6.4%	4.3	-0.3	-1.1%	0.8%	-2.9%[57.1 µM]	-12.5%	4.9%
CCOc1ccc(NC(=O)CN(C)c2nnnn2-c2ccccc2)cc1OCC	0.2%	1.3	2.4	-1.6%	0.5%	1.3%	1.5%	4.2%
S=C(NNc1ccnc2cc(Cl)ccc12)Nc1ccc(Cl)cc1Cl	-11.1%	-16.4	0.1	-0.6%	-10.4%	-12.9%	?	-9.9%
Cc1cccc(N2CCN(C(=S)Nc3ccc4nc(N5CCN(C)CC5)cc(C)c4c3)CC2C)c1 (configuration not stated)	3.5%	0.4	-1.5	0.6%	-9.0%	4.3%	1.0%	-9.7%
CCOc1ccc(S(=O)(=O)N2CCC(C(=O)OC(C)C(=O)NC3CCCCC3C)CC2)cc1 (configuration not stated)	-1.2%	2.5	-1.5	-0.1%	-3.1%	-1.0%	-6.9%	-14.1%
c1ccc(Oc2ccc(-c3ccnc4nc(N5CCOCC5)nn34)cc2)cc1	0.1%	6.6	-0.7	-2.8%	17.4%	-13.8%	-20.4%	-27.1%
O=C(Oc1cccc(NC(=O)c2cccs2)c1)c1cccc(S(=O)(=O)N2CCCC2)c1	-1.7%	-9.6	-2.3	-9.1%	-1.7%	0.6%	-4.9%	-12.0%
CCCCCN(C(=O)CCC(=O)OCc1ccccc1C)c1c(N)n(CCCC)c(=O)[nH]c1=O	-3.9%	5.4	1.2	-1.4%	1.2%	-2.8%	-1.8%	-18.5%
NC(=O)CC(NC(=O)Cc1cccc2ccccc12)c1ccc(NC2CCCCCCC2)c([N+](=O)[O-])c1 (configuration not stated)	-1.8%	2.5	0.1	2.7%	-13.1%	8.0%	-3.6%	-5.8%
Cc1ccc(OCC(=O)Sc2ccc(C)cc2)cc1	-27.1%	22.7	-5.4	0.1%	18.5%	-4.7%	5.97µM*	3.0%
CCCCn1c(/N=C/c2ccc3c(c2)OCO3)nc2ccccc21	0.5%	.	-0.3	-0.7%	-3.3%	-3.2%	4.7%	2.7%

Complete entries, quoted from the list. Order of screens: WRN inhibitor | PI5P4Ka inh | CCT modulator | Mm-Cpn inhibitor | EPAC1 ag | EPAC2 antagonist | PLK1 PBD block | EPAC1 antagonist
`COc1ccccc1Nc1nc(-c2ccccc2)nc2ccccc12` is listed as 1.3% | 23.4 | 2.2 | -11.8% | -4.1% | 12.9%[57.1 µM] | -19.3% | -15.2%
`Cc1ccc(S(=O)(=O)NNC(=O)c2csnn2)cc1` is listed as -4.2% | -2.0 | -1.4 | 0.4% | 4.4% | 12.6% | -20.7% | 1.7%
`CSc1ccc(C(=O)C2CCCN(C(=O)CCCn3cncn3)C2)cc1` (configuration not stated) is listed as -4.0% | 0.0 | 1.7 | -1.2% | 12.6% | 2.2% | -2.3% | 9.9%

Carrying on:
SMILES	WRN inhibitor	PI5P4Ka inh	CCT modulator	Mm-Cpn inhibitor	EPAC1 ag	EPAC2 antagonist	PLK1 PBD block	EPAC1 antagonist
CC(C)CN(C(=O)Cn1nnc(-c2ccc(Cl)cc2)n1)C1CCS(=O)(=O)C1 (configuration not stated)	6.4%	0.2	-2.5	.	7.8%	9.7%	-14.9%	-6.0%
CC1CCN(C(=O)C2CCN(S(=O)(=O)c3ccc4c(c3)CC(C)N4C(=O)C3CC3)CC2)CC1 (configuration not stated)	-5.7%	-2.2	1.5	1.4%	6.0%	-4.6%	-7.7%	-0.8%
O=S(=O)(Nc1cccc(S(=O)(=O)N2CCCC2)c1)c1ccc(Br)cc1	18.0%	4.0	1.8	.	-3.2%	2.8%	-0.3%	11.4%
O=C(O)c1cscc1Cc1cccs1	10.6%	-13.8	-0.6	.	-12.0%	0.0%	6.7%	-1.5%
O=C(O)CCn1cc(-c2ccc(Cl)cc2)nc1-c1ccc(Cl)nc1	-1.2%	-1.1	0.0	-2.0%	-10.1%	0.5%	-5.0%	8.1%
